# cardiac RTF act: increases calcium sensitivity of human cardiac regulated thin filaments; IANBD-labeled TnC RTF fluorescence at EC20 calcium; 0% EC20 calcium, 100% full calcium; activation, % at 7.2 µM; hit rate 0.24% among 340,000; AID 493008; P19429+P45379;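 active means activation above the mean over all tested compounds plus 3 SD, cut at about 30% in these data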;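 further: rise in fluorescence read as greater calcium sensitivity of cardiac thin filaments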
# MOR-DOR ag: agonists of human mu-delta opioid receptor heterodimerization. cells, OPRM1-OPRD1 heterodimerization, luminescence. hit rate 0.3% among 340,000. P35372+P41143. activation, % at 9.3 µM; in the data active means activation above about 18%;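 further: 0% = vehicle-treated cells and 100% = reference agonist; values of inactives mirror those of a sister screen read the other way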
# CAL-PDZ inh HTS: inhibitors of human CAL PDZ peptide binding | Q9HD26 | purified CAL PDZ, TMR-peptide fluorescence polarization, 1 h | inhibition, % at 24.9 µM | hit rate 0.92% among 300,000;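 active means mean inhibition of at least 30% with at least half of replicates also reaching 30%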;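 further: 0% = DMSO neutral control and 100% = excess unlabeled competitor peptide PRC23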
# HTR5A ag ctr: HTR5A agonism, opioid heterodimer counter-screen; activation, % at 9.3 µM; hit rate 0.61% among 340,000; HTR5A agonist assay, luminescence, cell-based; in the data active means activation mostly above about 9.5%, no sharp cut-off; inactive means mostly below about 7.6%;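 further: 0% = cells with vehicle only and 100% = reference agonist; strong numbers were not always called active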
# Target sequence (P47898 whole entry, looked up): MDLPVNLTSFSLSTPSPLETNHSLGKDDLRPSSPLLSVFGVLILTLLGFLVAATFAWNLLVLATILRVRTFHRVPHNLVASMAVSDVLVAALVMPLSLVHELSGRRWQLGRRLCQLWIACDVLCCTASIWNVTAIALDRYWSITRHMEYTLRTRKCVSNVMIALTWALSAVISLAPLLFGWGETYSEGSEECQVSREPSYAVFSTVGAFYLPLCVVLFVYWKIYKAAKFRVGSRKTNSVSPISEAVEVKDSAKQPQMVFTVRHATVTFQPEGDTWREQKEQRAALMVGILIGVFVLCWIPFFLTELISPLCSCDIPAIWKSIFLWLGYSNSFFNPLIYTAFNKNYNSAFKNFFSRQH
# C-LANA FP: inhibitors of KSHV LANA C-terminal domain DNA binding; MBP-C-LANA/FAM-LBS DNA binding, fluorescence polarization; inhibition, % at 9 µM; hit rate 0.078% among 340,000; AID 504423;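 active means highest replicate inhibition at or above 60% at 9 µM, even if other replicates fall short; inactive means all replicates below 60% inhibition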;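 further: 0% = neutral control wells and 100% = 4 µM acridine orange control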
# Keap1 Nrf2 FP: inhibitors of human Keap1-Nrf2 protein-protein interaction; Q14145; Keap1 Kelch-Nrf2 peptide fluorescence polarization, 1536-well; inhibition, % at 9.4 µM; hit rate 0.15% among 340,000; AID 504523; in the data active means inhibition above about 12%;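 further: human Keap1 Kelch domain with fluorescein labeled Nrf2 9mer peptide probe; 0% = neutral control wells and 100% = peptide positive control; higher means more block of Keap1 binding to Nrf2 peptide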
# Target sequence (Q14145 whole entry, looked up, the tested form may be a part): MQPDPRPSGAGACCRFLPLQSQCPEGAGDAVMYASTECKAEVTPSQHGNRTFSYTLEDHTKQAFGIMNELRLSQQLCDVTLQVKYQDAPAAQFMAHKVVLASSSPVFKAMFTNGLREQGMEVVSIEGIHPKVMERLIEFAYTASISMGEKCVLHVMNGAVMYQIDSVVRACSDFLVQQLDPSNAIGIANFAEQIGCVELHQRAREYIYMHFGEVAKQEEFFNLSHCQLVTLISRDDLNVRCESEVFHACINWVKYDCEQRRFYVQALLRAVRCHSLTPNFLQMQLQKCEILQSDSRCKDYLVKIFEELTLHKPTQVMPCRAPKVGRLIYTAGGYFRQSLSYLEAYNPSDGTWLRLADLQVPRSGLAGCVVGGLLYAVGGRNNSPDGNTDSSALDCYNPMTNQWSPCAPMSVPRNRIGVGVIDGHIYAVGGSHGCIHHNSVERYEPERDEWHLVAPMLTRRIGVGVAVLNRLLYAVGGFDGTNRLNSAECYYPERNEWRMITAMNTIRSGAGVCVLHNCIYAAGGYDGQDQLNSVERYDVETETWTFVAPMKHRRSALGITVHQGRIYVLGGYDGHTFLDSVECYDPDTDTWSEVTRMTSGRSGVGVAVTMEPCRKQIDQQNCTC
# V-ATPase pHluor: regulators of yeast V-ATPase proton transport. S. cerevisiae, pHLuorin cytosolic pH fluorescence. response, % at 10 µM. hit rate 0.37% among 350,000. AID 504577; in the data active means response mostly above about 7.3%, no sharp cut-off; inactive means mostly below about 5.4%; further: actives read high; inactives centre near 0; some compounds called inactive have numbers as strong as hits; reference of the scale not given here
# MOR-DOR inv ag: inverse agonist of human OPRM1-OPRD1 heterodimerization | cell-based MOR-DOR heterodimer luminescence, inverse agonism | hit rate 0.21% among 340,000 | P35372+P41143 | AID 504357 | inhibition, % at 9.3 µM; in the data active means inhibition above about 22%, passing the limit was not always enough;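 further: 0% = cells with DMSO and 100% = wells without cells with DMSO; values of inactives mirror those of a sister screen read the other way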
# HTR5A inv ag: inverse agonist of human HTR5A in OPRM1-OPRD1 counter-screen; P47898; HTR5A cell line, luminescence, inverse agonism; inhibition, % at 9.3 µM; hit rate 0.083% among 340,000; in the data active means inhibition mostly above about 23%, no sharp cut-off; inactive means mostly below about 18%;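 further: 0% = cells with DMSO and 100% = no-cell wells with DMSO; some compounds called inactive have numbers as strong as hits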
# RTF Ca sens inh: cardiac RTF calcium desensitization | P19429+P45379 | IANBD-labeled cardiac RTF, Ca2+ fluorescence | inhibition, % at 7.15 µM | hit rate 0.12% among 340,000 | AID 493244;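 active means inhibition above the mean inhibition of all tested compounds plus 3 SD, cut at about 17% in these data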;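 further: assay run at fixed EC70 calcium of 1.6 mM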
# * hit, by the source's call; nt = no result given.
# Values in the order – cardiac RTF act	MOR-DOR ag	CAL-PDZ inh HTS	HTR5A ag ctr	C-LANA FP	Keap1 Nrf2 FP	V-ATPase pHluor	MOR-DOR inv ag	HTR5A inv ag	RTF Ca sens inh
COC(=O)c1cc(C(=O)OC)cc(-n2c(C)cc(C(=O)CC#N)c2C)c1
    7	1.0	-2	3	-0.1	-4	-1	-6	-7	-27
Cc1[nH]c2ccc(F)cc2c1CCN(Cc1cccnc1)C(=S)NC(C)(C)C
    -2	-4.0	-7	-4	3.1	-7	0	19	15	0
CC(=O)c1cccc(N2C(=O)CC(N3CCN(S(=O)(=O)c4ccc(Cl)cc4)CC3)C2=O)c1 (stereo unspecified)
    -3	-2.0	nt	-1	4.4	0	0	10	5	-2
Cc1ccc(NC(=S)Nc2ccccn2)c(C)c1
    -4	2.5	-1	0	1.1	0	-3	-13	1	0
COc1cc(OC)c(NC(=O)c2ccc3c(SCC(=O)O)c4c(nc3c2)CCCC4)cc1Cl
    1	3.4	-2	2	1.5	0	0	-17	-6	-3
COc1ccc(OC)c(-n2c(=S)[nH]c3cc(C(=O)N4CCN(c5ccccc5)CC4)ccc3c2=O)c1
    -4	-2.9	-4	-4	-1.0	-4	-3	13	22	-5
O=C1CC(N2CCN(CCc3ccccn3)CC2)C(=O)N1c1ccc(Cl)cc1 (stereo unspecified)
    -1	-1.7	nt	1	-0.4	-1	-1	9	-4	-6
CCOc1ccc(S(=O)(=O)Nc2cccc(C(=O)NCC(c3ccc(OC)cc3)N3CCOCC3)c2)cc1 (stereo unspecified)
    -3	-2.9	nt	-9	1.4	1	0	12	22	5
COc1cccc(NC(=O)Cc2csc(NC(=O)Nc3ccccc3OC)n2)c1
    1	-1.1	-6	4	0.3	3	-1	8	19	-12
CN(C)C(=O)CSc1nc2ccc(C(=O)c3ccccc3)cc2[nH]1
    5	1.1	-1	-2	3.0	-7	2	-5	8	-10
CCN(CC)S(=O)(=O)c1ccc(N2CCOCC2)c(NC(=O)c2cccc(C#N)c2)c1
    8	-1.4	6	0	0.8	-1	2	7	-1	-6
O=C(Cc1ccccc1)NN1C(=O)c2ccccc2C1=O
    3	-2.2	0	3	0.9	0	1	12	-3	-5
CCCc1cc2nnc(SCC(=O)N(C)C3CCCCC3)n2c(N)n1
    -2	-1.0	-4	-2	-0.3	-1	0	6	6	3
COCCN(CCOC)S(=O)(=O)c1ccc(C(=O)Nc2nnc(COC)o2)cc1
    0	-1.3	1	1	-1.8	-2	3	8	-10	-6
CN(C)c1cc[n+](CC(=O)Nc2ccc(Cl)cc2)cc1
    -1	-2.1	-4	2	-1.5	-1	8	10	-6	2
Cc1ccc(NC(=O)CCn2c(=O)oc3ccccc32)c(C)c1
    -4	-2.1	48*	-4	-0.5	-3	-1	13	11	-8
O=C(CSCc1cccc(CSCC(=O)Nc2ccccc2)n1)Nc1ccccc1
    -3	0.2	-5	-3	-0.7	0	-6	-1	-13	-3
CC1CCN(C(=O)CSc2nnc(Cc3cc(=O)[nH]c(=O)[nH]3)n2-c2ccc(Cl)cc2)CC1
    15	1.0	nt	-5	1.9	-4	0	-5	14	-10
O=C(Nc1nc(-c2ccccc2)c(C(=O)c2ccccc2)s1)c1ccc(S(=O)(=O)N2CCCC2)cc1
    1	-2.2	0	-2	0.8	-6	0	11	19	6
Cc1cc(N2CCOCC2)nc2ccc(NC(=O)CCC(=O)N3CCCC(C)C3)cc12 (stereo unspecified)
    2	-0.2	-4	-6	0.4	-1	0	1	16	-1
Cc1ccc(C(=O)OCC(=O)N(CC(C)C)c2c(N)n(Cc3ccccc3)c(=O)[nH]c2=O)cc1[N+](=O)[O-]
    -4	0.6	-3	3	-0.3	-3	0	-4	11	-13
CCOc1ccc(C(C(=O)Nc2ccc(F)cc2)N(C(=O)Cn2nnc3ccccc32)C2CC2)cc1 (stereo unspecified)
    -7	0.5	2	-1	1.2	-2	5	-3	5	9
CN(Cc1ccccc1)C(=O)c1ccc(COc2ccccc2)cc1
    5	1.9	-3	-1	2.9	-2	6	-9	4	-11
Cc1onc(-c2ccccc2)c1C(=O)N1CCN(Cc2ccc3c(c2)OCO3)CC1
    -3	0.2	5	-4	0.6	-2	-1	-1	10	11
CCOc1ccc(N/C(N)=N/c2nc(CSc3nnnn3-c3ccccc3)cc(=O)[nH]2)cc1
    -4	-1.2	0	3	-9.2	-1	3	6	-8	-8
Cn1cc(SCC(=O)Nc2nccs2)c2ccccc21
    0	-2.5	-6	0	1.3	-3	7	14	6	5
COc1cc(/C=N/NC(=O)c2nc3ccccn3c2C)cc(OC)c1O
    -3	-4.3	-2	-5	-0.4	-4	-2	20	12	-3
O=C1CC(c2ccccc2)=Nc2ccccc2N1Cc1ccccc1
    -4	0.5	-4	-3	1.1	-3	-2	-3	9	3
Cc1cc(NC(=O)CN2C(=O)NC(C)(c3ccccc3)C2=O)no1 (stereo unspecified)
    -1	0.9	-36	-2	1.7	-1	1	-5	16	-11
COc1ccc(-c2nn(C)c(=O)c3ccccc23)cc1NS(C)(=O)=O
    -7	-2.0	-4	4	-5.5	-5	-3	12	-29	2

# Other entries
# Values in the order – cardiac RTF act	MOR-DOR ag	CAL-PDZ inh HTS	HTR5A ag ctr	C-LANA FP	Keap1 Nrf2 FP	V-ATPase pHluor	MOR-DOR inv ag	HTR5A inv ag	RTF Ca sens inh
CC(=O)Nc1ccc(OCC(O)Cn2cnc3ccccc32)cc1 (stereo unspecified)
    6	0.3	-3	-3	-2.4	-4	-2	-1	-23	-1
Cc1n[nH]c(C)c1S(=O)(=O)N(CC(=O)Nc1ccc2c(c1)OCCO2)c1ccc(C(C)C)cc1
    -3	-0.9	nt	11	-0.5	2	8	5	-33	-4
Cc1cc(C)nc(N/C(=N\S(=O)(=O)Cc2ccccc2)Nc2cccc(Cl)c2C)n1
    12	-0.9	-1	-1	1.0	-2	1	5	2	-2
O=C(NCCc1ccccc1)c1ccc2nccnc2c1
    -4	-2.0	-3	0	-1.7	-3	-2	11	1	-6
COc1ccc(/C=C/c2n[nH]c(=O)c(C#N)c2C)cc1
    -6	-1.7	0	0	-0.9	2	-2	11	-1	4
Cc1ccc(CNC(=O)CCS(=O)(=O)c2ccc(C)cc2)cc1
    0	0.7	-4	-1	-5.6	1	0	-4	10	-1
O=C(O)c1c2cc(Br)ccc2nc2[nH]c(=O)[nH]c(=O)c12
    -12	-2.8	0	6	4.0	-4	-3	12	-22	7
C#CCOCCOCCOCCNc1nc(N2CCN(C(=O)Cn3cc(CCCCN)nn3)CC2)nc(N2CCN(C(=O)[C@H](CCCCN)n3cc(CCCC)nn3)CC2)n1
    -1	-1.0	-3	-1	-2.6	2	6	5	-10	-16
O=C(NCc1ccco1)C1CCCN(S(=O)(=O)c2cccc3nsnc23)C1 (stereo unspecified)
    8	-0.3	-1	-2	-0.4	0	3	2	1	-4
CC(C)C[C@@H](CO)N(Cc1ccccc1)S(=O)(=O)N(Cc1ccccc1)[C@@H](CO)CC(C)C
    -3	8.3	-1	7	1.5	1	-1	-48	-28	14
CCOC(=O)C(=O)/C(=C\N(C)C)c1onc(-c2ccccc2Cl)c1C(=O)OC
    2	-1.8	5	-1	-0.5	-3	-3	9	2	1
Cc1ccccc1NC(=O)COc1coc(CN2CCN(c3ccccc3)CC2)cc1=O
    4	-0.2	-4	4	-2.5	-4	-7	1	-7	-5
COc1ccc(-n2ccnc(SCC(=O)NCc3ccc(C)cc3)c2=O)cc1Cl
    3	-0.5	-2	9	1.4	-4	3	3	-26	12
O=C(COC(=O)c1ccc2c(c1)C(=O)N(c1cccc3ncccc13)C2=O)c1ccc(Cl)cc1
    -6	1.2	-2	1	-1.2	4	7	-8	-3	8
O=C(COC(=O)C1CC(=O)N(Cc2ccco2)C1)c1ccc(OC(=O)c2ccco2)cc1 (stereo unspecified)
    -4	-2.6	-3	3	-1.0	-2	0	13	1	3
O=C(C1CCC1)N1CCc2cc(S(=O)(=O)Nc3ccc4c(c3)OCO4)ccc21
    -2	2.4	-1	1	0.4	-2	3	-14	10	-1
Cn1c(=O)c2c(nc(Br)n2Cc2nnc(N)s2)n(C)c1=O
    2	-1.9	4	3	0.4	2	4	10	9	-4
O=C(N/N=C/c1ccc([N+](=O)[O-])cc1)c1[nH]ncc1Br
    6	6.2	8	2	-1.6	-2	-1	-32	11	0
O=C(NCC1CCCO1)c1ccc(N2C(=O)C3CCCCC3C2=O)cc1 (stereo unspecified)
    -1	-0.4	-1	-2	-0.5	-8	-2	3	4	-15
CC(=O)Nc1ccc(NC(=O)C(C)OC(=O)c2ccc(S(=O)(=O)N3CCCCC3)cc2)cc1 (stereo unspecified)
    -3	-2.3	-3	2	-2.2	4	-1	11	-6	3
O=C(CN(C(=O)CNS(=O)(=O)c1ccccc1)c1ccc2c(c1)OCCO2)NC1CCCCC1
    -6	-2.4	nt	3	0.5	2	-1	10	5	-3
O=C(Nc1ccc2c(c1)OCCO2)c1cccnc1Oc1ccccc1
    2	-1.2	3	3	1.0	-3	3	6	9	-7
C=CCn1c(SCC(=O)N2CCCC2)nc2c([nH]c3ccccc32)c1=O
    3	-3.4	-3	0	3.4	-4	-2	11	-16	2
CCOC(=O)Nc1cccc(OCC(=O)Nc2ccccc2OCC)c1
    -2	-0.6	-1	11	1.9	1	-2	3	-29	-5
CC(C)c1ccccc1NC(=O)COC(=O)c1cccnc1
    -1	-1.2	-1	9	2.6	-3	1	8	-26	2
O=C(c1cccs1)N1CCN(Cc2ccncc2)CC1
    4	0.2	-6	12	-0.2	1	-4	-1	-34	-4

# Five consecutive compounds out of the list so far, quoted:
# Values in the order – cardiac RTF act	MOR-DOR ag	CAL-PDZ inh HTS	HTR5A ag ctr	C-LANA FP	Keap1 Nrf2 FP	V-ATPase pHluor	MOR-DOR inv ag	HTR5A inv ag	RTF Ca sens inh
O=C(COC(=O)c1ccc2c(c1)C(=O)N(c1cccc3ncccc13)C2=O)c1ccc(Cl)cc1
    -6	1.2	-2	1	-1.2	4	7	-8	-3	8
O=C(COC(=O)C1CC(=O)N(Cc2ccco2)C1)c1ccc(OC(=O)c2ccco2)cc1 (stereo unspecified)
    -4	-2.6	-3	3	-1.0	-2	0	13	1	3
O=C(C1CCC1)N1CCc2cc(S(=O)(=O)Nc3ccc4c(c3)OCO4)ccc21
    -2	2.4	-1	1	0.4	-2	3	-14	10	-1
Cn1c(=O)c2c(nc(Br)n2Cc2nnc(N)s2)n(C)c1=O
    2	-1.9	4	3	0.4	2	4	10	9	-4
O=C(N/N=C/c1ccc([N+](=O)[O-])cc1)c1[nH]ncc1Br
    6	6.2	8	2	-1.6	-2	-1	-32	11	0

# Compound activity deposited in PubChem BioAssay by several laboratories.

# Compounds were not picked by outcome; about 2.8% have a hit in one of these screens.
